NPYLR7 ag: mosquito NPYLR7 agonism; AID 1259423; 270,000 compounds, 0.15% hits; HEK293T NPYLR7/Galpha15, GCaMP6s calcium fluorescence; activation, % at 10 µM; in the data active means activation above about 40%;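 further: 0% = vehicle and 100% = reference agonist at the receptor; some compounds past the cut are filed as inactive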
mcGAS inh: blocks mouse cGAS activity; Q8C6L5; 160,000 compounds, 0.15% hits; AID 1259399; recombinant cGAS, Kinase-Glo ATP depletion luminescence; inhibition, % at 12.5 µM;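 further: 0% = negative control wells and 100% = reference inhibitor with no enzyme activity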
hcGAS inh: inhibitors of human cGAS; Q8N884; recombinant h-cGAS, ATP depletion, Kinase-Glo luminescence; inhibition, % at 12.5 µM; 290,000 compounds, 0.081% hits; AID 1259398;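 further: 0% = vehicle reaction and 100% = reaction without DNA for no activity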
Target sequence (Q8N884 whole entry, looked up): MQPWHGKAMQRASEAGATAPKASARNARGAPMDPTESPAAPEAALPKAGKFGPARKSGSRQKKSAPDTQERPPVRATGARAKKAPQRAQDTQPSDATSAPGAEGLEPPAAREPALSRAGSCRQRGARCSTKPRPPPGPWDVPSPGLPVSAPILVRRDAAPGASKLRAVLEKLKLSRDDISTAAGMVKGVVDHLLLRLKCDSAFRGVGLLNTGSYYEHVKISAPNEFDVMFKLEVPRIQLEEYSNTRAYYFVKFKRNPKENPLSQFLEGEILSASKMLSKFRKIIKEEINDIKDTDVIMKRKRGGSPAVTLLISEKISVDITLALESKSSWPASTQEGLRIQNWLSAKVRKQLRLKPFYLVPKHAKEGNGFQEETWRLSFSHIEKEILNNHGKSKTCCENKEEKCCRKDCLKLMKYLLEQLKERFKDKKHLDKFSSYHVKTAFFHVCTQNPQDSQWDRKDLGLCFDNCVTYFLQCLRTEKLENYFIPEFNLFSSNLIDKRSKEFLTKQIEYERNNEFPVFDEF
* = called active by the depositor; nt = not tested or not shown; & = joins results of further samples. Unless noted, no stated cut-off is given here; in the data, active means inhibition above about 40%; inactive means the rest. Compounds were not picked by outcome; overall some 0.29% were active at least once.

SMILES	NPYLR7 ag	mcGAS inh	hcGAS inh
Cc1ccccc1NC(=O)/C=C1/c2ccccc2CC(C)(C)N1C	-1	-3	1
O=S(=O)(c1ccccc1)N1CCOC(CCc2ccccc2)C1 (stereo not given)	5	nt	-9
Cc1nc2scc(C)n2c(=O)c1NC(=O)c1ccc(Cl)cc1	8	-6	-1
CCOC(=O)c1nsc(C(=O)OCC)c1N	0	nt	-8
O=S(=O)(NCCSC1CCCC1)c1ccccc1Cl	-2	nt	-1
CC(O)C(=O)N1CCC(c2[nH]ncc2Cc2ccccc2)CC1 (stereo not given)	-6	nt	-4
O=C(CNc1cccc(C(F)(F)F)c1)Nc1cccc2ccccc12	-12	nt	-8
Cc1nc(-c2cccc(F)c2)nc(N2CCN(C(=O)Nc3ccc(C(F)(F)F)cc3)CC2)c1Cc1ccccc1	-1	-7	-14
Cc1ccc2[nH]c(CN3CCCC3c3cc(C(C)C)on3)nc2c1C (stereo not given)	12	-12	-5
COc1cccc(CN(C)c2cncc3nncn23)c1	10	nt	-8
CCCCCCNC(=O)c1ccc(N2CCCC2c2ccccc2)nc1 (stereo not given)	6	0	6
Fc1cccc(Cl)c1CNCCNc1ccccc1	1	nt	-6
COc1ccc(Cl)c2sc(N3CCN(C(=O)c4ccco4)CC3)nc12	0	nt	5
CCN1C(=O)NC(c2ccc(Cl)cc2Cl)C2=C1CN(CC(=O)Nc1ccccc1Cc1ccccc1)C2=O (stereo not given)	-3	-2	0
O=C1CSC(c2cccnc2)N1Cc1ccccc1 (stereo not given)	-10	3	7
O=C(COc1ccccc1)NCc1nnc(SCC(=O)N2CCc3ccccc32)n1-c1cccc(C(F)(F)F)c1	-10	nt	-1
COC(=O)C1=C(C(=O)OC)SC(=C2C(=S)C(C)(C)N(C(=O)C3CC3)c3ccc(C)cc32)S1	5	nt	-3
Cc1nn(C(C)C)c(C)c1CN(C)C(=O)c1ccc(CSc2ncccn2)o1	-2	nt	-4
COC(C)(C(=O)N1CCC(C(=O)NC(C)C)CC1)c1ccccc1 (stereo not given)	16	-7	-4
COc1ccc(-c2csc(-n3[nH]c(C)c(N=Nc4cc([N+](=O)[O-])ccc4OC)c3=O)n2)cc1	-8	-4	-1
COc1cc(-c2cc(C(F)(F)F)n3ncc(C(=O)NCc4ccco4)c3n2)cc(OC)c1OC	13	-6	-8
Cc1ccc(C)c(OC2CCN(CCn3cnc4ccccc4c3=O)CC2)c1	3	nt	-5
CCNC(=O)OC1CN(C(=O)Nc2ccccc2)CCC(=O)N(C)c2ccccc21 (stereo not given)	3	-7	-4
O=C(Nc1ccccc1C(F)(F)F)N1CCCCC1CCn1ccnc1 (stereo not given)	0	nt	-12
O=c1n(CCNc2cc3c(cc2Cl)OCCO3)nc2ccccn12	5	nt	-9
Cc1nc(CN(C)C(=O)C2CCC(=O)N(CCc3ccccn3)C2)cs1 (stereo not given)	11	nt	-6
O=C(c1ccc2c(c1)OCCO2)N(Cc1cccnc1)c1nc2c(F)cccc2s1	-14	-8	-4
COc1ccc(-n2c(CN)n[nH]c2=O)cc1Cl	0	nt	-9
O=C(NCc1ccc(-c2ncc(-c3ccc(F)cc3)[nH]2)cc1)C1=Cc2cc(Cl)ccc2OC1	29	-8	-3
O=C(Nc1ccccc1C(F)(F)F)c1cccn(OCc2ccc(F)cc2)c1=O	4	-5	-3
COc1cccc(-c2cc(C(=O)NCCC(C)C)c(C)n2-c2ccc(F)cc2)c1	4	-2	-2
O=C(c1nn(-c2ccccc2F)c(=O)n(Cc2cccc(Cl)c2)c1=O)N1CCCC1	nt	-4	-4
CC1CCc2c(sc3nnn(CC(N)=O)c(=O)c23)C1 (stereo not given)	1	nt	-2
C=CCONC(=O)Cc1cnn(-c2ccccc2)c1C	1	nt	4
CCN1C(=O)c2cc(Cl)ccc2NC1c1nc[nH]c1C (stereo not given)	10	nt	-4
CNC(=O)CN(C)c1nnc(-c2ccccc2)s1	2	nt	-11
CC1CC(=NNC(=O)Cc2cn3ccsc3n2)CC(C)(C)C1 (stereo not given)	1	nt	-2
C/C=C/C=C/C(=O)NCc1ccc(NC(=O)NC(C)C)cc1	-4	-6	-4
O=C(Cc1cccs1)N1CCC(c2nc(-c3ccccc3Cl)no2)CC1	8	-7	-3
COc1ccccc1NS(=O)(=O)c1cc(C(=O)Nc2ccccc2)ccc1Cl	-12	-4	0

Brought forward from above: 5 compounds, followed by the next part.
SMILES	NPYLR7 ag	mcGAS inh	hcGAS inh
CNC(=O)CN(C)c1nnc(-c2ccccc2)s1	2	nt	-11
CC1CC(=NNC(=O)Cc2cn3ccsc3n2)CC(C)(C)C1 (stereo not given)	1	nt	-2
C/C=C/C=C/C(=O)NCc1ccc(NC(=O)NC(C)C)cc1	-4	-6	-4
O=C(Cc1cccs1)N1CCC(c2nc(-c3ccccc3Cl)no2)CC1	8	-7	-3
COc1ccccc1NS(=O)(=O)c1cc(C(=O)Nc2ccccc2)ccc1Cl	-12	-4	0
C=CCn1c(=NC(=O)c2ccccc2S(C)(=O)=O)sc2cccc(F)c21	11	nt	-6
COc1ccc(CC(=O)Nc2c(C)nc3c(C)cccn3c2=O)cc1OC	3	nt	-14
OC1(CNc2cc(-c3ccccc3)nc3ncnn23)CCSCC1	1	nt	-5
Cc1cccc(NC(=O)CSc2nc(=O)n3cc(Cl)ccc3n2)c1C	9	nt	-7
CN1CCN(Cc2cccn2-c2ncccn2)CC1CCO (stereo not given)	8	nt	0
COC(=O)[C@H]1C[C@@H](O)CCN1C(=O)c1cc(-c2ccccc2)on1	15	nt	2
Cn1ccsc1=NC(=O)c1cc(F)cc(F)c1	0	-9	-11
O=C(NCCn1nc(-c2cccs2)ccc1=O)Nc1ccc(C(F)(F)F)cc1	-1	-8	-6
Cc1cc(C2CCC2)nc(N(C)Cc2cccnc2)n1	3	nt	-4
CCOc1cccc(CN(CCO)C(=O)c2n[nH]c3c2CC(C)CC3)c1 (stereo not given)	-1	nt	-3
COc1ccc(NC(=O)c2cc(C(C)C)nc3c2c(=O)[nH]c(=O)n3CC(C)C)cn1	11	nt	-7
O=c1nc(SCc2cccc3ccccc23)c2c(n1CC1CCCO1)CCC2 (stereo not given)	-3	-9	-7
O=C(Nc1nnc(C2CC2)s1)Nc1ccc(F)cc1F	-2	nt	-10
CC(C)N(Cc1cccc(Cl)c1)S(=O)(=O)c1cc(C(N)=O)n(C)c1	5	nt	-9
C=CCN(CC(=O)N(CCc1ccc(OC)c(OC)c1)Cc1ccc(C)o1)C(=O)CCc1ccccc1	-3	-6	-5
O=C1C(=Cc2ccccn2)SC(=S)N1CCCN1CCOCC1	9	-4	-1
Cc1cn2c3c(=O)n(Cc4c(F)cccc4Cl)c(=O)n(C)c3nc2n1CC1CCCO1 (stereo not given)	-2	nt	-4
CCCCSc1nnc2c(n1)OC(c1cc(Br)cc(Br)c1OC)Nc1ccccc1-2 (stereo not given)	23	-8	-6
CC1=C(C(=O)OC(C)C)C(c2cccc(Br)c2)C2=C(CCCC2=O)N1 (stereo not given)	0	nt	-5
Cc1cc(C)c(OCC(=O)Nc2nnc(C3CC3)s2)c(C)c1	-5	nt	-11
CC(C)CC(=O)C(=O)N1CCCC(CNC(=O)C2(c3ccc(Cl)cc3)CC2)C1 (stereo not given)	5	nt	-10
Cc1occc1C(=O)NNC(=O)C1CCCC1	3	nt	-7
C/C=C(\CC)CN1CCC(CNC(=O)c2cccc(N)c2)C1 (stereo not given)	-1	-13	-1
O=C(NCCOc1ccccc1)C1CC=CCC1C(=O)N1CCN(c2ccccn2)CC1 (stereo not given)	-4	-2	0
CCNC(=O)N(Cc1cc(NC(=O)CC)ccc1N(C)C)C(C)c1ccccc1 (stereo not given)	11	-4	-4
O=C(C1=CCCC1)N(CCN1CCCCC1)CC1CCCN(C2CCCC2)C1 (stereo not given)	1&9	nt	0&-11
O=C(c1cc(F)c(Cl)cc1Cl)N(CC1CCCO1)CC1CCCO1 (stereo not given)	9	nt	-9
CC(C)CCN1CC2=C(C1=O)C(c1ccc(OCc3ccccc3)cc1)NC(=O)N2 (stereo not given)	1	nt	-8
COC(=O)c1c(C)[nH]c(C(=O)C(C)OC(=O)CC2CCCC2)c1C (stereo not given)	0	nt	-5
CC(C)(CCl)C(=O)Nc1c(-c2ccc(Cl)cc2)nc2ccccn12	-1	-5	-2
CCc1ccc(S(=O)(=O)NCC2CN(c3ccc(Cl)c(Cl)c3)C(=O)O2)s1 (stereo not given)	14	nt	-3
N#Cc1nc(NC2CCCOC2)ccc1Cl (stereo not given)	-7	nt	2
COC(=O)c1ccc(N=Cc2nc(-c3ccccc3)oc2O)cc1	7	-4	-2
CCOC(=O)[C@@H]1CCCC[C@@H]1NC(=O)C1CC=CCC1C(=O)N1CCc2ccccc2C1 (stereo not given in full)	-11	0	-1
Cc1onc(-c2ccccc2Cl)c1C(=O)NCCc1nc2ccccc2[nH]1	-13	-4	-2
Cc1ccccc1Cn1cccc1CN(Cc1ccccc1)C(=O)Nc1c(C)cccc1C	18	-6	-7
CCc1ccccc1NC(=O)c1cccc(NC(=O)c2ccnnc2)c1	nt	-11	-8
CCCOCCNC(=O)c1c(C)noc1-c1cccc(C(F)(F)F)c1	1	3	-3
CCc1nc2ccc(C(=O)NCCCN(C)C)cn2c1N(C)C(=O)c1cccc(OC)c1	10	-1	-6
COC(=O)c1c(O)nc2scc(C)n2c1=O	-7	nt	-9

Full records from above. Screens in order: NPYLR7 ag, mcGAS inh, hcGAS inh
O=C(c1cc(F)c(Cl)cc1Cl)N(CC1CCCO1)CC1CCCO1 (stereo not given) in the list: 9, nt, -9
Cc1ccccc1Cn1cccc1CN(Cc1ccccc1)C(=O)Nc1c(C)cccc1C in the list: 18, -6, -7
CCc1ccccc1NC(=O)c1cccc(NC(=O)c2ccnnc2)c1 in the list: nt, -11, -8
CCNC(=O)N(Cc1cc(NC(=O)CC)ccc1N(C)C)C(C)c1ccccc1 (stereo not given) in the list: 11, -4, -4

The list continues:
SMILES	NPYLR7 ag	mcGAS inh	hcGAS inh
COCCN(Cc1nccs1)C(=O)c1cc(C)nc2ccc(C)cc12	8	nt	-1
O=C(O)CN1C(=O)/C(=C\c2ccc(O)cc2)SC1=S	59*	nt	-5
CC(C)Cn1nccc1NC(=O)c1ccco1	1	-16	-3
O=C(NCCN1CCOCC1)c1coc(CN(CCc2c[nH]c3ccccc23)Cc2ccc(Cl)cc2)n1	18	-6	-5
COc1ccccc1OCc1cc(C(=O)N(C)Cc2cc(C3CC3)n[nH]2)n[nH]1	21	nt	-9
O=C(O)C1Cc2[nH]cnc2C(c2ccccc2)N1C(=S)Nc1ccc(Cl)cc1 (stereo not given)	-10	-3	-1
CC(C)Cc1ncc2c(n1)CN(C(=O)c1ccc(Cn3ccnc3)o1)C2	-4	-12	-5
CCOC(=O)c1cnc2sccn2c1=O	4&8	nt	-2&-4
Cc1ccc(NC(=O)N(Cc2csc(COc3ccc(C)cc3)n2)C(C)C)cc1	-2	0	3
Cc1ccc(C)c(Cn2nc(C3CCN(S(C)(=O)=O)CC3)n(C)c2=O)c1	-4	-6	-1
O=c1[nH]c2ccc(Br)cc2[nH]c1=O	-1	nt	-3
COC(=O)C1=C(C)N(C)C(=O)NC1c1ccc(O)c(OC)c1 (stereo not given)	1	1	2
COc1coc(CN2CCC(=O)N(CC3CC3)C(C(C)C)C2)cc1=O (stereo not given)	1	nt	1
COc1ccc(NC[C@@H]2C=C(C)[C@H](Cc3nnc(C)o3)C[C@H]2C(C)C)cn1	55*	-6	-5
COCCN(Cc1cc(NC(=O)c2cccs2)ccc1N(C)C)C(=O)C1CC1	25	-3	-7
COc1ccc(C2SCC(=O)N2CCO)cc1 (stereo not given)	1	-5	-2
C[C@]12CCC3c4ccc(O)cc4CCC3C1CC[C@@H]2O (stereo not given in full)	1	nt	-2
O=C(O)c1cnn(-c2cccc(Br)c2)c1	-5	nt	-8
COc1ccc(N2C[C@H](COCc3ccccc3)Oc3ncccc3C2=O)cc1	-1	-5	3
Cc1cc(O)c(Sc2ccccc2[N+](=O)[O-])c(=O)n1C	2	nt	1

Looked up by structure from the entries so far (3):
SMILES	NPYLR7 ag	mcGAS inh	hcGAS inh
O=C(O)CN1C(=O)/C(=C\c2ccc(O)cc2)SC1=S	59*	nt	-5
COc1ccc(NC[C@@H]2C=C(C)[C@H](Cc3nnc(C)o3)C[C@H]2C(C)C)cn1	55*	-6	-5
CC(C)Cn1nccc1NC(=O)c1ccco1	1	-16	-3

Later entries:
SMILES	NPYLR7 ag	mcGAS inh	hcGAS inh
CNc1nc2cnc(Nc3ccc(C(C)C)cc3)cc2n1CC1CC1	14	-6	-4
Nc1ncnc2c1c1c(c(=O)n2-c2ccccc2)CCCC1	22	nt	-6
COc1cc(C2c3c(C)nn(C(C)C)c3N=C3COC(=O)C32)cc(OC)c1OC (stereo not given)	-2	nt	-1
COc1ccc(NCC(=O)N2CCCC2c2cccs2)cc1OC(F)F (stereo not given)	13	nt	-5
Cc1ccc(C(C)NC(=O)N2CCCC2c2ccsc2)o1 (stereo not given)	-2	nt	3
Oc1cc2c(c(Cl)c1O)CCNCC2c1ccccc1 (stereo not given)	2	-4	2
COc1ccc(OC)c(C2SCC(=O)N(CC(=O)NC3CC3)c3c2c(-c2ccccc2)nn3-c2cccc(C)c2C)c1 (stereo not given)	16	-5	-4
CCOc1ccc(C(C)=O)cc1Cn1ncc2ccccc2c1=O	4	nt	-14
CCC(=O)Nc1cccc(C)c1-c1nc2cc(S(=O)(=O)CC)ccc2o1	nt	-8	0
Cc1cccn2c(CNC(=O)CCC(=O)NC3CCCC3)cnc12	1	-12	-9
CC(C)(C)c1ccc(C(=O)NCCn2ncc3c(=O)n(Cc4ccccc4F)cnc32)cc1	-6	-9	-6

Screening results from PubChem.
